# APE1 inh: inhibitors of human APE1 endonuclease; recombinant APE1, TAMRA/BHQ-2 abasic DNA cleavage fluorescence; Potency, µM (series often up to 65.8 µM), for the others: at the highest dose activity change, negative = inhibition, actives largely listed as inhibitors; hit rate 0.35% among 350,000; AID 2517;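 further: potency means the concentration at half of the fitted maximal effect; plate controls were vehicle for no effect and reference inhibitor for full effect; nearly all actives have a fitted effect of over 55% in size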
# Target sequence (P27695 whole entry, looked up): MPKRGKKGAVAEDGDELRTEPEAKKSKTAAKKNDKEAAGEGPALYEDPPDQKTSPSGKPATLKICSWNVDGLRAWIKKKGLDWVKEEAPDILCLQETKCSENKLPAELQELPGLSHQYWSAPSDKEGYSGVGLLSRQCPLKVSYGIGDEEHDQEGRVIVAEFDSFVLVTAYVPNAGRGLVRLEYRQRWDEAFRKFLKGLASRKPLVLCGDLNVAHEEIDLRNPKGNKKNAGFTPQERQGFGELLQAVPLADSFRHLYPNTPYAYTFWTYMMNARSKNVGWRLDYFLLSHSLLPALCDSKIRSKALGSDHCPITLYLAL
#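 Readout is kinetic fluorescence (ex 525, em 598 nm) from cleavage of 50 nM TAMRA/BHQ-2 THF abasic duplex by 0.75 nM APE1, compound added 15 min beforehand at RT.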
# BLM helicase inh: inhibitors of human Bloom syndrome helicase BLM | P54132 | recombinant BLM DNA unwinding, fluorescence dequenching | Potency, µM (series often up to 56.1 µM), inactives show at the top dose activity change, negative = inhibition, usual class: inhibitors | hit rate 0.2% among 350,000;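 further: potency means the concentration at half of the fitted maximal effect; plate controls were vehicle for no effect and no enzyme for full effect; nearly all actives have a fitted effect of over 35% in size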
# Pol beta inh: inhibitors of human DNA polymerase beta; P06746; AID 485314; Pol beta primer extension/strand displacement, fluorescence kinetic; Potency, µM (series often up to 114 µM), inactives show at the highest dose activity change, negative = inhibition, hits mostly inhibitors; hit rate 1.3% among 340,000; further: potency means the concentration at half of the fitted maximal effect; on the % scale 0 is the no-effect control and ±100 the full control effect
#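 Curves were derived by four-parameter Hill fits of normalized qHTS data. The kinetic fluorescent primer-extension read was taken at 0 and 10 min after 50 nM substrate, following a 15 min room-temperature preincubation of 10 nM enzyme with compounds.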
# Tb PGK inh: blocks T. brucei phosphoglycerate kinase | P07378 | PGK/GAPDH coupled, Kinase-Glo luminescence, 60 min | Potency, µM (doses to about 57.5 µM), inactives show at the highest dose activity change, negative = inhibition, hits mostly inhibitors | hit rate 0.043% among 380,000; further: potency means the concentration at half of the fitted maximal effect; on the % scale 0 is the no-effect control and ±100 the full control effect; nearly all actives have a fitted effect of over 60% in size
#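 Recombinant glycosomal PGK reaction used 1,3-bisphosphoglycerate generated in-well by GAPDH (100nM final) in 100mM TEA pH 7.6, 5mM MgCl2, 0.01% Tween-20. After 60 minutes at room temperature, ATP was read by Kinase-Glo Plus luminescence end-point.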
# Anesthetic bind: candidate novel general anesthetic via apoferritin binding; apoferritin/1-aminoanthracene competitive binding, fluorescence; Potency, µM (doses to about 77.5 µM), without a hit: top-dose activity change, negative = displacement, most hits filed as inhibitors; hit rate 0.074% among 350,000; AID 485281; further: potency means the concentration at half of the fitted maximal effect; on the % scale 0 is the no-effect control and ±100 the full control effect; nearly all actives have a fitted effect of over 20% in size
#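 Read-out: endpoint 1-AMA fluorescence, excitation 380 nm and emission 535 nm, after compounds sit 10 min at room temperature with 10 uM horse-spleen apoferritin in 50% saturated 1-AMA/PBS. Values come from four-parameter Hill fits.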
# Pol kappa inh: DNA polymerase kappa (human) inhibition | Q9UBT6 | purified Pol kappa, fluorescent DNA synthesis assay, 10 min | Potency, µM (titrated, usually from 107 µM), for inactives: at the top dose activity, negative = inhibition, actives largely listed as inhibitors | hit rate 0.53% among 400,000; further: potency means the concentration at half of the fitted maximal effect; on the % scale 0 is the no-effect control and ±100 the full control effect
#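 10 nM Pol kappa was preincubated with compounds for 15 min at room temperature. Reaction started with 50 nM (final) substrate. Fluorescence read kinetically at 0 and 10 min.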
# RXFP1 antagonist: blocks the human relaxin receptor RXFP1. hit rate 0.59% among 350,000. AID 1259400. activity change, negative = inhibition, % at 57.5 µM. HEK293-RXFP1, relaxin-stimulated cAMP HTRF, 30 min; hits give low values. Q9HBX9;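 active means activity change of -60% or lower, but not beyond a set lower limit; inconclusive means change between -60% and -40%, or beyond the set limit; inactive means change above -40%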; further: on the % scale 0 is the no-effect control and ±100 the full control effect
# Pol iota inh: DNA polymerase iota (human) inhibition | Potency, µM (series often up to 115 µM), for the others: at the top dose activity, negative = inhibition, usual class: inhibitors | Pol iota fluorescent replication assay, 10 min | hit rate 1% among 390,000 | Q9UNA4 | AID 588590; further: potency means the concentration at half of the fitted maximal effect
#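 Pol iota at 10 nM preincubated 15 min with compounds at room temperature; reaction started with fluorescent substrate, 50 nM final. Fluorescence read kinetically at 0 and 10 min; buffer-only wells as negative control.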
# POLH inh: inhibitors of human DNA polymerase eta | hit rate 1.2% among 390,000 | Potency, µM (titrated, usually from 114 µM), without a hit: top-dose activity change, negative = inhibition, actives largely listed as inhibitors | recombinant Pol eta, fluorescent DNA replication assay; further: potency means the concentration at half of the fitted maximal effect; on the % scale 0 is the no-effect control and ±100 the full control effect
# Target sequence (Q9Y253 whole entry, looked up): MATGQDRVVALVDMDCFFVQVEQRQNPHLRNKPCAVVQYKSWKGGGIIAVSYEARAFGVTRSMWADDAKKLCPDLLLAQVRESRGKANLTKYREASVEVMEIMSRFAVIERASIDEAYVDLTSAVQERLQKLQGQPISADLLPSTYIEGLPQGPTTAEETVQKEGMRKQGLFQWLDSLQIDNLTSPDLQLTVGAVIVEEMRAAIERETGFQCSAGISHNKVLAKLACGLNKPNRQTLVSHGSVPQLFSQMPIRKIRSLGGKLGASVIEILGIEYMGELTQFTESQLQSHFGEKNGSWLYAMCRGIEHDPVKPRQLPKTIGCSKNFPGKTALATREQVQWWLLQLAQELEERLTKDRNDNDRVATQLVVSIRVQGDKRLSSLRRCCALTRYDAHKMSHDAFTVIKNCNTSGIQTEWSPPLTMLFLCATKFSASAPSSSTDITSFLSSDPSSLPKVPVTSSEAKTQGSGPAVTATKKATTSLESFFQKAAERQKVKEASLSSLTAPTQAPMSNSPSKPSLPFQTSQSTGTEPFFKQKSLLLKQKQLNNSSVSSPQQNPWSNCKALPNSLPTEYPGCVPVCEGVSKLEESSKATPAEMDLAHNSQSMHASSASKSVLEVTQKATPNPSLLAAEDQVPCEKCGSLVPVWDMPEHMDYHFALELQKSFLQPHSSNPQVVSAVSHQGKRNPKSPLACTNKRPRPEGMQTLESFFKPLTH
#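 Pol eta at 10 nM preincubated with compounds 15 min at room temperature; reaction started with fluorescent substrate (50 nM final) and read kinetically at 0 and 10 min.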
# * hit, by the source's call; i = inactive; ? = inconclusive; . = not tested or not shown; & = joins results of further samples; [ ] = remark or other dose. Unless noted, the call rests on the fitted dose curve; in most records, active means well fitted curve in the direction sought with a large enough effect; inconclusive means small, poorly fitted or top-dose-only effect, or another doubt; inactive means no such curve, though single readings can be large; an effect the other way counts as inactive or inconclusive. Some of the compounds tested; count on the stated rates, not on these rows.
SMILES,APE1 inh,BLM helicase inh,Pol beta inh,Tb PGK inh,Anesthetic bind,Pol kappa inh,RXFP1 antagonist,Pol iota inh,POLH inh
CCN(CC(=O)NCc1ccc(Cl)cc1)C(=O)C1CCN(S(=O)(=O)c2ccc(OC)c(OC)c2)CC1,-5%,.,.,-1%,.,-13%,3,-2%,-5%
O=[N+]([O-])c1ccccc1Oc1ccc(C(F)(F)F)cn1,5%,0%,35%[activator],3%,?,-12%,10,22%,-3%
CCOC(=O)c1ccc(NC(c2ccc(N(C)C)cc2)P(=O)(OC(C)C)OC(C)C)cc1 (stereo not given),7%,-19%,-10%,-5%,-4%,-8%,-10,0%,-25%
Cc1ccc2nc(SCC(=O)Nc3nonc3N)[nH]c2c1,-5%,-1%,12%,-5%,?,-5%,5,1%,-19%
COc1ccc(C(C#N)N2CCCCC2)cc1OC (stereo not given),7%,1%,-11%,-2%,-2%,-8%,-12,0%,-5%
COc1cccc(/C=C2/NC(=O)N(CC(=O)Nc3ccc(C)cc3)C2=O)c1OCc1cccc(C(=O)O)c1,?,?,50µM*,-18%,4%,79µM*,0,?,?
COc1ccc(/C=C/C(=O)NC(=S)Nc2ccc(C(=O)O)cc2)cc1,-12%,-18%,-15%,-14%,-4%,-16%,.,?,?
O=S(=O)(O)c1ccc(N=Nc2ccccc2)cc1,-9%,-2%,?,i,-4%,-6%,18,4%,-10%
O=C(Nc1ccccc1)N1CCN(Cc2ccccc2)CC1,4%,-1%,2%,18%,-3%,3%,0,1%,-9%
O=C(Nc1cc(S(=O)(=O)N2CCCCC2)ccc1Oc1ccccc1)C1=COCCO1,40%,-11%,-9%,-1%,-4%,-19%,-5,2%,-9%
Cc1ccc(C2NS(=O)(=O)N=C2N)cc1 (stereo not given),-2%,-10%,17%,-1%,-10%,-15%,-4,16%,9%
O=C1NC(=O)C(=Cc2ccccc2)N1,.,.,.,-8%,.,7%,-6,-12%,-15%
O=C1N[C@@H](Cc2ccccc2)C(=O)N2CCCC12 (stereo not given in full),8%,4%[120 µM],.,-3%,6%[163 µM],-4%&-7%,.,30%[activator],-9%
CC(C)(C)OC(=O)NCc1ccc(CNC(=O)c2nc[nH]c2C(=O)NCc2ccccc2)cc1,-19%,.,.,-5%,.,-10%,.,-16%,-15%
COc1cc(C(=O)N/N=C/c2ccc(OC(=O)c3ccccc3)c(OC)c2)ccc1O,-2%,-6%,0%,-7%,-13%,-16%,-21,8%,-2%
COc1ccc(C2=NN(C(=O)c3ccc(Cl)c([N+](=O)[O-])c3)C(c3ccccc3)C2)cc1 (stereo not given),0%,-8%,-27%,-3%,-3%,-2%[60.1 µM],-14,-1%,9%
CC1CCN(CC(O)COCCOc2ccc(Br)cc2)CC1 (stereo not given),3%,-1%,5%,-12%,-7%,-7%,-10,-8%,-20%
O=C(CCCCCCCCN1C(=O)c2ccccc2C1=O)N1CCOCC1,-2%,3%,3%,i,3%,-3%,-12,150%[activator],-12%
Cn1c(N)c(Br)c(-c2ccc(F)cc2)c(C#N)c1=O,-1%,0%,4%,i,-6%,1%,0,83%[activator],-18%
CN(c1nnc(N)s1)C1CCCCC1,11%,1%,17%,-6%,-3%,16%,-2,17%,-25%
O=C(Nc1cccc(S(=O)(=O)N2CCOCC2)c1)c1cc(S(=O)(=O)N2CCOCC2)c(Cl)cc1Cl,.,.,.,-3%,.,-11%,-15,?,-11%
CO/N=C/c1ccc(N2CCN(C(=O)c3cccc(C(F)(F)F)c3)CC2)c([N+](=O)[O-])c1,-8%,-8%,?,1%,?,-13%,-10,1%,-12%
Nc1c(N(CCC2=CCCCC2)C(=O)Cc2ccc(F)cc2)c(=O)[nH]c(=O)n1Cc1ccccc1,9%,.,.,2%,.,-3%,-14,72%[activator],-23%
CC(Nc1ccc(Br)cc1)C(=O)Nc1cccc(S(=O)(=O)N2CCOCC2)c1 (stereo not given),-7%,.,.,-7%,.,-2%,-5,-24%,0%
Cc1ccc(S(=O)(=O)N2CCOCC2)cc1C(=O)OCC(=O)NCCc1ccccc1,40%,.,.,-4%,.,7%,-1,-20%,-10%
# Continued.
SMILES,APE1 inh,BLM helicase inh,Pol beta inh,Tb PGK inh,Anesthetic bind,Pol kappa inh,RXFP1 antagonist,Pol iota inh,POLH inh
CCc1ccc2oc(C(=O)NCC(c3ccc(Cl)cc3)N3CCOCC3)c(C)c2c1 (stereo not given),.,-9%,2%,-2%,1%,-5%,-28,15%,-22%
CCCCn1c(N)c(N(CCC(C)C)C(=O)c2cccc(N3C(=O)c4ccccc4C3=O)c2)c(=O)[nH]c1=O,.,.,.,-5%,.,-6%,7,3%,-1%
COc1ccc(C(=O)Nc2ccc(Cc3ccncc3)cc2)cc1Br,2%,-5%,0%,5%,-6%,-14%,-17,9%,-29%
CC/C(C)=N/N1C(=O)c2ccccc2NC1(C)CC (stereo not given),-3%,1%,?,-1%,1%,6%,-23,25%,-18%
COCc1c(C(=O)NC(C)c2ccc(S(N)(=O)=O)cc2)oc2ccccc12 (stereo not given),-5%,0%,40%,2%,-4%,4%,-8,-2%,-21%
COc1ccc(OC)c(/C=C/C(=O)N(C)CC(=O)Nc2ccc(C)cc2)c1,-2%,-1%,6%,1%,204%[activator],-17%,2,14%,-2%
COC(=O)C1=C(C(=O)OC)[C@@H]2N(Cc3ccccc3)c3ccccc3[C@@]23C[C@@H](C(=O)OC)N(C(=O)NC2CCCCC2)C3=N1,.,.,.,-3%,.,0%,.,-2%,-8%
CCSCCOC(=O)C1=C(C)N(C)C(=O)NC1c1cc(OC)ccc1OC (stereo not given),1%,0%,-25%,-1%,-14%,-7%,2,-1%,-8%
CCCC[n+]1c2ccccc2cc2ccccc21,-22%,-4%,31%,2%,226%[activator],-10%,8,?,-1%
COc1ccc2c(c1)C(=O)N(CCc1ccc(S(=O)(=O)NC(=O)NC3CCCCC3)cc1)C(=O)C2(C)C,?,-6%,-1%,16%,-8%,-1%,?,-3%,-11%
Cc1csc(NC(=O)c2cc[n+]([O-])cc2)n1,0%,-16%,4%,-1%,-11%,3%,4,7%,-14%
COc1ccc(OC)c(NC(=O)CCN2CC(C)CC(C)C2)c1 (stereo not given),-5%,5%,45%,-1%,-8%,10%,3,2%,-5%
NC(=O)N1c2ccccc2C=Cc2ccccc21,-4%,0%,35%,-8%&3%,-1%,10%[60.1 µM],-7,16%,-1%
Cc1cc(C(=O)OCC(=O)Nc2nccs2)c2ccccc2n1,0%,-10%,1%,-2%,-6%,0%,5,?,-20%
COc1cc(C(=O)OCC(=O)N2CCN(C(C)=O)CC2)ccc1OCC(C)C,18%,.,.,-3%,.,3%,9,28%,-15%
CCN1CCN(c2ncnc3scc(-c4ccc(C)c(C)c4)c23)CC1,-1%,-4%,24%,i,4%,2%,-27,68%[activator],-17%
CC(C)(C)OC(=O)N1CCC(NC(=O)c2[nH]cnc2C(=O)Nc2cccc(Cl)c2)CC1,-5%,.,.,-3%,.,7%,.,-15%,-22%
COc1ccccc1NC(=O)CCn1c(=O)c2cccn2c2ccccc21,37%,4%,20%,-5%,-12%,2%,13,22%,-8%
O=C(Nc1nccs1)c1cccc(S(=O)(=O)N2CCCCC2)c1,2%,-3%,-8%,-4%,-9%,-15%,-1,26%,-10%
COc1ccc(-n2ncc3c(NC(C)C)ncnc32)cc1,3%,-3%,4%,-2%,-8%,-6%,-10,17%,-16%
O=C(CSc1ccc2nnc(-c3ccccc3)n2n1)NCc1ccc2c(c1)OCO2,-11%,-2%,1%,-5%,-7%,7%,.,8%,-4%
CCOC(=O)C1(Cc2ccccc2)CCN(Cc2cc(OC)c3c(c2)OCO3)CC1,-8%,0%,39%,7%,-12%,-2%,-9,8%,-25%
CCOc1ccc(S(=O)(=O)Nc2ccccc2C(=O)Nc2ccccc2N2CCOCC2)cc1,-11%,-5%,-3%,18%,-12%,0%,-4,15%,-21%
O=C(N/N=C/c1ccccc1C(=O)O)c1ccncc1,31%,1%,-11%,1%,-2%,0%,-6,-2%,-8%
O=C(NCCN1CCCCCC1)c1ccc(N2CCCC2=O)cc1,2%,-8%,2%,3%,3%,-5%,9,5%,-12%

# Single records (already shown).
# CC(C)(C)OC(=O)NCc1ccc(CNC(=O)c2nc[nH]c2C(=O)NCc2ccccc2)cc1 is listed with APE1 inh: -19%; BLM helicase inh: .; Pol beta inh: .; Tb PGK inh: -5%; Anesthetic bind: .; Pol kappa inh: -10%; RXFP1 antagonist: .; Pol iota inh: -16%; POLH inh: -15%
# CCCCn1c(N)c(N(CCC(C)C)C(=O)c2cccc(N3C(=O)c4ccccc4C3=O)c2)c(=O)[nH]c1=O is listed with APE1 inh: .; BLM helicase inh: .; Pol beta inh: .; Tb PGK inh: -5%; Anesthetic bind: .; Pol kappa inh: -6%; RXFP1 antagonist: 7; Pol iota inh: 3%; POLH inh: -1%

# (list continues)
SMILES,APE1 inh,BLM helicase inh,Pol beta inh,Tb PGK inh,Anesthetic bind,Pol kappa inh,RXFP1 antagonist,Pol iota inh,POLH inh
CCc1ccc(NC(=O)c2noc3c2CCCCC3)cc1,-6%,-3%,22%,8%,-6%,-1%,4,19%,-13%
Cc1ccc(C(=O)C(C)OC(=O)c2n[nH]c(=O)c3ccccc23)cc1 (stereo not given),-7%,0%,2%,-9%,?,2%,-4,-4%,-13%
CC1CCCCN1S(=O)(=O)c1ccc(C(=O)Nc2sc3c(c2C(N)=O)CC(C)(C)NC3(C)C)cc1 (stereo not given),.,-5%,-4%,-8%,-2%,-3%[60.1 µM],.,1%,4%
CC1=C(C(=O)OC2CCCCCC2)C(c2ccc(Cl)cc2)CC(=O)N1 (stereo not given),.,-3%,-4%,-9%,-13%,6%,.,14%,-22%
CSc1ccc(/C=N/N(C)S(=O)(=O)c2ccc(C)cc2)cc1,46%,-10%,-18%,-7%,48%[activator],3%,-6,10%,-13%
CCOC(=O)c1ccc2c(c1)n(CC)c(/C=C/N(C)c1ccccc1)[n+]2CC,2%,7%,-25%,7%,-18%,-15%,-5,17%,-13%
Cc1cc(OC(C)C(=O)NCCCN2CCOCC2)c2c(C)c(C)c(=O)oc2c1 (stereo not given),?,-10%,-12%,0%,-7%,-8%,-4,-11%,-13%
